TRPML3 agonist – human TRPML3 channel agonists, primary screen, cell-based, HEK293 TRPML3-YFP, Fluo-8 calcium fluorescence, 3 µM | 100% = the carbachol control signal | activation, % at 3 µM | hit rate 0.29% among 220,000 | AID 1448, 2008;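 active means activation above its plate's cutoff, the mean activation of the plate's test wells plus 3 SD, cut at about 12% in these data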;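 further: 0% = DMSO only wells and 100% = carbachol wells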
Target sequence (Q8TDD5 whole entry, looked up): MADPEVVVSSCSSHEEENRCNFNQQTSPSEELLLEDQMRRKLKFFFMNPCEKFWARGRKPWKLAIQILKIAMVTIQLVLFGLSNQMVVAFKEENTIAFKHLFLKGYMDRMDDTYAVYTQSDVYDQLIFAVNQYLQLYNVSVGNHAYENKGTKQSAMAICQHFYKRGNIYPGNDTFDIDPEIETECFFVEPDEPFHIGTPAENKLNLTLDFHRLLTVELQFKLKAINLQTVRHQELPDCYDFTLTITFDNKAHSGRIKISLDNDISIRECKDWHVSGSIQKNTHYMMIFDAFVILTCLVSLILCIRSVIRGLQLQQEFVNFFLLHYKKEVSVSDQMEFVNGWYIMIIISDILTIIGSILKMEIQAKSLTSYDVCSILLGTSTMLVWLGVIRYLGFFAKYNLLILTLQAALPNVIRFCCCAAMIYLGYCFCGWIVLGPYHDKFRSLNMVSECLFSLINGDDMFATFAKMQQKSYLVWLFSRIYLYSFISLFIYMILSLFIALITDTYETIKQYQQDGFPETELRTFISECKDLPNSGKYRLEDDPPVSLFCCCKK
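Material: TRPML3-YFP stable HEK293 cells | Dosing: One concentration, 3 µM nominal, 0.3% DMSO | Timing: 125 s total fluorescence read per well | Technique: Fluo-8 calcium dye fluorescence, ex 470-495, em 515-575 nm | Measure: Percent activation from peak-to-basal fluorescence ratio, scaled between DMSO and carbachol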
p47phox inh – p47phox/p22phox peptide binding inhibitors, primary screen, biochemical, uHTS, NADPH oxidase regulatory subunit; AID 1274, 2008; hit rate 0.53% among 220,000; fluorescence polarization, 2 h; inhibition, % at 24.7 µM;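 active means inhibition above about 30%, limit read from the data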;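 further: 0% = p47phox with labelled peptide and 100% = labelled peptide alone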
CHOP inh – inhibitors of CHOP promoter induction, primary screen, cell-based, unfolded protein response, luciferase reporter; inhibition, % at 10 µM; CHO-K1 CHOP-promoter luciferase, tunicamycin-induced, 15-18 h; hit rate 3.8% among 220,000;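 active means compounds that reduced the stress-induced luciferase reporter signal by more than about 70% of percent inhibition, limit read from the data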;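 further: 0% = tunicamycin plus vehicle and 100% = wells without tunicamycin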
TRPN1 ag – zebrafish TRPN1 channel agonists, primary screen, cell-based, HEK293, calcium fluorescence | AID 1424, 2008 | hit rate 0.18% among 220,000 | transient receptor potential cation channel N1 (TRPN1/NompC), Danio rerio | activation, % at 3 µM | HEK293 zebrafish TRPN1-YFP, Fluo-8 calcium fluorescence; 100% = response to 87 µM carbachol;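 active means activation above its plate's cutoff, the mean activation of test wells on that plate plus 3 SD, cut at about 19% in these data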;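 further: 0% = DMSO alone and 100% = 87 µM carbachol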
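Material – zebrafish TRPN1-YFP in HEK293 cells · Doses – 3 µM single point · Schedule – dye 1 h 37 °C plus 30 min RT · Signal – Fluo-8 calcium fluorescence, excitation 470-495 nm, emission 515-575 nm · Read-out – % activation versus carbachol response · Control set – carbachol high, DMSO low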
EBV gp42 inh – Epstein-Barr virus gp42 inhibitors, primary screen, biochemical, uHTS, fluorescence polarization | Glycoprotein 42 (Epstein-Barr virus (strain AG876)), Q1HVG2 | Fluorescence polarization binding assay, mP read-out | inhibition, % (tested at 21.74 µM) | hit rate 0.42% among 220,000 | AID 1085, 2008; in the data active means inhibition above about 50%
Target sequence (Q1HVG2 whole entry, looked up): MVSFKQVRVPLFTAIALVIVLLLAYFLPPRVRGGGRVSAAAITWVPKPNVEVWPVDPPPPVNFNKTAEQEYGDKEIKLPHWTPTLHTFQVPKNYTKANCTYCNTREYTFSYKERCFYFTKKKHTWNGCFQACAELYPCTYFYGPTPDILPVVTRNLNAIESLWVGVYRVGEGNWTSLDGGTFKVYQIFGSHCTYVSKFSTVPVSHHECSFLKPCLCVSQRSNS
Runt-SMMHC FRET – inhibitors of RUNX1 Runt–CBFb-SMMHC binding, primary screen, biochemical, FRET, Cerulean-Runt, Venus-CBFb-SMMHC, uHTS. hit rate 0.74% among 220,000. AID 1434, 2008. Runt-related transcription factor 1 (Homo sapiens) + Core-binding factor subunit beta …. inhibition, % at 20 µM. Cerulean-Runt/Venus-CBFb-SMMHC FRET ratio 530/480, 1 h;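 active means mean inhibition across duplicate retests at 20 µM reaching about 50%, limit read from the data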;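 further: 0% = DMSO wells and 100% = wells with excess untagged CBFb-SMMHC; inhibitors lower the FRET ratio by blocking Runt binding to CBFb-SMMHC; some results filed as inactive read as strong as hits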
PPC-1+TRAIL kill – compounds killing PPC-1 cancer cells with TRAIL present, primary screen, TRAIL potentiator project, ATPLite luminescence, uHTS. hit rate 0.41% among 220,000. PPC-1 cells + TRAIL, ATPLite viability luminescence. cell killing (% activity), % at 4 µM;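 active means cell killing above 50% in the first pass at 4 µM, then a duplicate retest at 5 µM averaging 50% or more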;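 further: plate controls were cells with TRAIL plus DMSO for no effect and medium-only wells lacking cells for full effect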
TNF death inh – inhibitors of TNF-alpha triggered necroptosis, primary screen, cell-based, Jurkat FADD-/-, single concentration; Jurkat FADD-/- TNF necroptosis rescue, ATP luminescence, 24 h; 0 = TNF only, 100 = no-TNF cells; activation (protection from cell death), % at 10 µM; hit rate 0.068% among 220,000;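 active means activation, meaning protection from cell death, of at least 50% relative to plate controls; inactive means activation below 50%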;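 further: necroptosis triggered by 40 ng/mL TNF-alpha added together with compound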
MDM2 E3 inh – MDM2-luciferase reporter signal enhancers, primary screen, MDM2 E3 ligase inhibitor project, cell-based, luminescence, 1536-well. AID 1230, 2008. signal enhancement, % at 5 µM. E3 ubiquitin-protein ligase Mdm2 (Homo sapiens), Q00987. hit rate 0.11% among 210,000. cell-based MDM2 ubiquitination luciferase reporter, 2 h; 0 = plate control, 100 = twice control, blank-subtracted;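 active means signal enhancement of 30% or more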;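 further: luminescence tracks abundance of the self-degrading MDM2-luciferase fusion protein; higher signal means inhibition of MDM2 E3 ligase activity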
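Assay system: mammalian cells stably expressing self-ubiquitinating, self-degrading MDM2 E3–luciferase fusion. Quantity: 2000 cells in each well. Medium: DMEM culture medium. Compound dosing: single-point 5 µM. Timing: cell settling 4 h, compound treatment 2 h, both 37 °C. Technique: luciferase luminescence. Read-out basis: percent signal gain over controls, blank-subtracted. Benchmarks: plate controls and plate blanks.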
Active calls of the source: *.

`CCn1cc(C2=NOC(C(=O)O)C2)c(C)n1` (centres undefined) gave TRPML3 agonist 1.5, p47phox inh -14.7, CHOP inh 7.0, TRPN1 ag 0.0, EBV gp42 inh -6.8, Runt-SMMHC FRET -0.7, PPC-1+TRAIL kill -9.0, TNF death inh 2.1 and MDM2 E3 inh -5.5.
Screening CCOC(=O)c1c(COC(=O)c2ccco2)nc2ccccc2[n+]1[O-] returned TRPML3 agonist 0.4, p47phox inh -11.9, CHOP inh 6.6, TRPN1 ag 0.7, EBV gp42 inh -3.7, Runt-SMMHC FRET -1.4, PPC-1+TRAIL kill 12.4, TNF death inh -1.4 and MDM2 E3 inh 0.4.
`Cc1cccn2c(=O)c(C=NCCO)c(NCc3ccco3)nc12` gave TRPML3 agonist 0.1, p47phox inh -10.7, CHOP inh 22.0, TRPN1 ag -0.7, EBV gp42 inh -5.2, Runt-SMMHC FRET 0.2, PPC-1+TRAIL kill -5.8, TNF death inh -6.1 and MDM2 E3 inh -3.0.
`Cc1cc(NS(=O)(=O)c2ccc(NC(=O)c3cnc4scc(C)n4c3=O)cc2)nc(C)n1` gave TRPML3 agonist 1.0, p47phox inh 1.8, CHOP inh 13.3, TRPN1 ag 1.2, EBV gp42 inh -0.9, Runt-SMMHC FRET -6.1, PPC-1+TRAIL kill 24.7, TNF death inh -0.9 and MDM2 E3 inh -0.4.
For CCC(C)Sc1nc2c(c(=O)[nH]c(=O)n2C)n1C (centres undefined) the results were TRPML3 agonist 0.3, p47phox inh 0.2, CHOP inh -7.2, TRPN1 ag 2.2, EBV gp42 inh -10.4, Runt-SMMHC FRET -1.3, PPC-1+TRAIL kill 14.2, TNF death inh -2.6 and MDM2 E3 inh -13.2.
Screening COC(=O)c1cnc2c(c1C(=O)OC)c(=O)n(C)c(=O)n2C returned TRPML3 agonist -0.1, p47phox inh -11.7, CHOP inh 0.5, TRPN1 ag 0.7, EBV gp42 inh -0.9, Runt-SMMHC FRET 3.7, PPC-1+TRAIL kill 17.9, TNF death inh 0.6 and MDM2 E3 inh -7.6.
Screening O=C(N(c1ccccn1)c1ccccn1)C12CC3CC(CC(Cl)(C3)C1)C2 returned TRPML3 agonist 0.0, p47phox inh -12.8, CHOP inh 4.1, TRPN1 ag -0.3, EBV gp42 inh -11.6, Runt-SMMHC FRET -1.6, PPC-1+TRAIL kill -17.2, TNF death inh -0.4 and MDM2 E3 inh -23.5.
Screening N/C(=N\OC(=O)COc1ccc2ccccc2c1)c1ccncc1 returned TRPML3 agonist 1.8, p47phox inh 0.1, CHOP inh 11.1, TRPN1 ag 4.5, EBV gp42 inh -7.7, Runt-SMMHC FRET -3.0, PPC-1+TRAIL kill 6.2, TNF death inh -0.2 and MDM2 E3 inh -1.6.
`C=CCOc1ccc(/C(O)=C2/C(=O)C(=O)N(CCCn3ccnc3)C2c2cccs2)cc1` (centres undefined) gave TRPML3 agonist -0.2, p47phox inh -15.5, CHOP inh 19.9, TRPN1 ag -0.8, EBV gp42 inh -8.1, Runt-SMMHC FRET -1.2, PPC-1+TRAIL kill 18.8, TNF death inh 0.4 and MDM2 E3 inh -18.2.
CC1CCCC(C)N1/N=C/c1cc(Br)cc(Br)c1O (centres undefined) was read as TRPML3 agonist -0.3, p47phox inh 9.6, CHOP inh 15.9, TRPN1 ag -0.9, EBV gp42 inh 11.2, Runt-SMMHC FRET -67.4, PPC-1+TRAIL kill 21.8, TNF death inh 1.6 and MDM2 E3 inh -16.4.
Screening CCCn1cc(NC(=O)C2CC(c3cccc(Br)c3)=NO2)cn1 (centres undefined) returned TRPML3 agonist -0.4, p47phox inh -5.8, CHOP inh 43.8, TRPN1 ag -0.6, EBV gp42 inh -2.6, Runt-SMMHC FRET -5.2, PPC-1+TRAIL kill 46.7, TNF death inh -0.3 and MDM2 E3 inh -14.6.
`CCc1nnc(NS(=O)(=O)c2ccc(NC(=S)NC(=O)c3ccc(OC)cc3)cc2)s1` gave TRPML3 agonist 0.4, p47phox inh -22.3, CHOP inh -20.2, TRPN1 ag 0.2, EBV gp42 inh 1.4, Runt-SMMHC FRET 0.7, PPC-1+TRAIL kill 6.3, TNF death inh 0.9 and MDM2 E3 inh -14.3.
Screening Cc1cccc(-n2nc3c(c2NC(=O)c2ccc(S(=O)(=O)N4CCOCC4)cc2)CSC3)c1C returned TRPML3 agonist 0.9, p47phox inh 3.4, CHOP inh -17.9, TRPN1 ag 0.8, EBV gp42 inh -19.0, Runt-SMMHC FRET -4.3, PPC-1+TRAIL kill -8.2, TNF death inh 3.3 and MDM2 E3 inh -3.6.
Screening CCOc1cc(S(=O)(=O)NC2CCCCC2)ccc1F returned TRPML3 agonist 1.9, p47phox inh 6.6, CHOP inh -3.4, TRPN1 ag -0.6, EBV gp42 inh 11.8, Runt-SMMHC FRET 1.1, PPC-1+TRAIL kill -22.7, TNF death inh -0.2 and MDM2 E3 inh -8.6.
For CCN(CC)C(=O)c1cc(Cl)ccn1 the results were TRPML3 agonist -0.7, p47phox inh 8.1, CHOP inh -11.3, TRPN1 ag -1.4, EBV gp42 inh -22.4, Runt-SMMHC FRET -0.3, PPC-1+TRAIL kill 23.4, TNF death inh -0.3 and MDM2 E3 inh -14.8.
`Nc1nnc(SCC(=O)OCC(=O)c2ccccc2Br)s1` gave TRPML3 agonist -0.1, p47phox inh -9.6, CHOP inh -9.3, TRPN1 ag -1.6, EBV gp42 inh -13.9, Runt-SMMHC FRET 1.0, PPC-1+TRAIL kill 16.3, TNF death inh 0.7 and MDM2 E3 inh -35.2.
Screening c1ccc2c(c1)oc1c(NCCN3CCOCC3)ncnc12 returned TRPML3 agonist 0.3, p47phox inh -5.4, CHOP inh -2.4, TRPN1 ag 0.7, EBV gp42 inh -22.5, Runt-SMMHC FRET 0.1, PPC-1+TRAIL kill 16.7, TNF death inh -1.5 and MDM2 E3 inh -13.1.
`CC(C)(C)NC(=O)/C(=C\c1cccnc1)NC(=O)c1ccco1` gave TRPML3 agonist 0.6, p47phox inh -9.5, CHOP inh 4.5, TRPN1 ag 0.3, EBV gp42 inh -1.0, Runt-SMMHC FRET 0.3, PPC-1+TRAIL kill 1.2, TNF death inh 0.3 and MDM2 E3 inh -9.6.
`CCOc1cc2[nH]c(=S)n(CCC(=O)NCc3ccco3)c(=O)c2cc1OCC` gave TRPML3 agonist 0.8, p47phox inh 4.7, CHOP inh 3.7, TRPN1 ag 1.0, EBV gp42 inh -8.8, Runt-SMMHC FRET -1.0, PPC-1+TRAIL kill -15.9, TNF death inh 1.9 and MDM2 E3 inh -10.8.
COc1ccc(/C=C/C(=O)Nc2nc(C)c(C(=O)N(C)C)s2)cc1 was read as TRPML3 agonist 0.4, p47phox inh 2.5, CHOP inh 12.4, TRPN1 ag 1.7, EBV gp42 inh 0.8, Runt-SMMHC FRET 8.3, PPC-1+TRAIL kill 5.4, TNF death inh 0.8 and MDM2 E3 inh -58.6.
For CC1CCc2c(C(=O)Nc3ccc(N4CCOCC4)cc3)csc2C1 (centres undefined) the results were TRPML3 agonist 0.8, p47phox inh -6.5, CHOP inh 24.1, TRPN1 ag -1.6, EBV gp42 inh -2.7, Runt-SMMHC FRET -1.6, PPC-1+TRAIL kill 9.8, TNF death inh 1.5 and MDM2 E3 inh -11.9.
`O=C(c1ccccc1)N(C1=NCCCCS1)c1ccccc1` gave TRPML3 agonist 0.0, p47phox inh -1.4, CHOP inh 18.0, TRPN1 ag 0.0, EBV gp42 inh -13.2, Runt-SMMHC FRET 2.3, PPC-1+TRAIL kill -17.0, TNF death inh -0.2 and MDM2 E3 inh -8.9.
CCOC(=O)CSc1nnc(Cn2c(=O)sc3ccccc32)n1-c1ccccc1C was read as TRPML3 agonist 0.8, p47phox inh -6.8, CHOP inh -3.4, TRPN1 ag -0.1, EBV gp42 inh 6.1, Runt-SMMHC FRET 4.7, PPC-1+TRAIL kill 19.2, TNF death inh 0.0 and MDM2 E3 inh -1.2.
Screening O=C(Nc1cccc(C(=O)N2CCCC2)c1)c1ccccc1Cl returned TRPML3 agonist 0.6, p47phox inh -2.5, CHOP inh 25.0, TRPN1 ag -1.0, EBV gp42 inh 6.8, Runt-SMMHC FRET -8.7, PPC-1+TRAIL kill 18.5, TNF death inh 1.5 and MDM2 E3 inh -12.9.
CSc1ccccc1C(=O)C1CCCN(C(=O)CCc2cccnc2)C1 (centres undefined) was read as TRPML3 agonist -0.2, p47phox inh -3.1, CHOP inh 27.6, TRPN1 ag -1.6, EBV gp42 inh -11.0, Runt-SMMHC FRET 1.8, PPC-1+TRAIL kill 19.0, TNF death inh -0.5 and MDM2 E3 inh -7.8.
Screening O=C(NNC(=O)c1ccc(SCC2CCCO2)c([N+](=O)[O-])c1)c1ccc(Cl)c([N+](=O)[O-])c1 (centres undefined) returned TRPML3 agonist -0.4, p47phox inh -5.3, CHOP inh 15.6, TRPN1 ag -1.4, EBV gp42 inh -11.3, Runt-SMMHC FRET 2.6, PPC-1+TRAIL kill 11.7, TNF death inh 2.0 and MDM2 E3 inh -5.2.
Cc1cccnc1NC(=O)Nc1cccc(C(F)(F)F)c1 was read as TRPML3 agonist 1.1, p47phox inh -17.1, CHOP inh 41.0, TRPN1 ag 0.8, EBV gp42 inh -6.6, Runt-SMMHC FRET 9.0, PPC-1+TRAIL kill 2.3, TNF death inh -1.8 and MDM2 E3 inh -19.7.
`Oc1ccc(/C=N/NC2=NCCCCC2)c(O)c1` gave TRPML3 agonist 0.7, p47phox inh 4.9, CHOP inh -12.1, TRPN1 ag -0.8, EBV gp42 inh -4.2, Runt-SMMHC FRET 10.9, PPC-1+TRAIL kill -2.8, TNF death inh 0.3 and MDM2 E3 inh -5.9.

Source: PubChem BioAssay (several laboratories)
